Screening data (PubChem)
sEH inh – soluble epoxide hydrolase (human) inhibition; P34913; recombinant human sEH enzymatic activity assay; inhibition, % at 2 µM; 91,000 compounds, 0.34% hits; AID 707; in the data active = inhibition above about 80%; note: values of inactives mirror those of a sister screen read the other way; many of its hits are not listed in these tables
Smad3 inh – inhibitors of human Smad3 transcription factor binding | TR-FRET Smad3/Dy647-FoxH1 peptide binding, europium anti-His | inhibition, % at 25 µM | 88,000 compounds, 0.29% hits;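 active = compounds that reduce the energy-transfer binding signal between the protein and its labelled peptide by more than half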;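 note: 0% = Smad3 plus labelled peptide maximal FRET and 100% = peptide-only background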
Target sequence (P84022 whole entry, looked up): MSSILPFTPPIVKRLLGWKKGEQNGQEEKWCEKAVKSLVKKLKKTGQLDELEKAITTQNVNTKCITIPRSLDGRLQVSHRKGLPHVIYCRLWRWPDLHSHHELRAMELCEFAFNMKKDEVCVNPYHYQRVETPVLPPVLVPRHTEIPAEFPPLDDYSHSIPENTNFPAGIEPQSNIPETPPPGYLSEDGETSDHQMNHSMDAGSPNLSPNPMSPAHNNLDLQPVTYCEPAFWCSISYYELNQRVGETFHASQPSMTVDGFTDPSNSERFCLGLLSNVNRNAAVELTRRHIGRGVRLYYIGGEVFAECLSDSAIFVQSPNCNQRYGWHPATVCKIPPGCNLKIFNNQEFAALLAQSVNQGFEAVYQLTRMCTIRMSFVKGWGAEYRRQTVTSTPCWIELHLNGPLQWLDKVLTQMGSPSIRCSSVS
sEH activator – soluble epoxide hydrolase (human) activation | purified human sEH enzymatic activity, activator screen | activation, % at 2 µM | 91,000 compounds, 0.04% hits | AID 717; in the data active = activation above about 37%; note: values of inactives mirror those of a sister screen read the other way
Calb biofilm kill – kills Candida albicans biofilms. C. albicans biofilm + clotrimazole, Alamar Blue. inhibition, % at 6 µM. AID 834. 85,000 compounds, 0.14% hits;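 active = inhibition above 20%; inactive = inhibition below 20%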;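 note: preformed 24 hr biofilms exposed to compound for 48 hr; 0% = biofilm without compound and 100% = blank killed by clotrimazole plus chlorhexidine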
TNFa cytotox – HUVEC cytotoxicity counter-screen, TNF alpha stimulated. HUVEC TNFalpha-stimulated, Hoechst cell count, imaging. cell count reduction, % at 2 µM. 93,000 compounds, 0.17% hits;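 active = cell count reduction exceeding the screen mean by over 5 SD, scaled to untreated wells per plate, cut at about 78% in these data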;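 note: cells counted after 24 h of TNF alpha exposure following the 1 h pretreatment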
ERb coact inh – ER-beta (human) coactivator binding inhibition; inhibition, % at 25.6 µM; Q92731; TR-FRET ER-beta LBD / SRC1-Cy5 peptide binding; receptor agonist-loaded with 1 µM estradiol; 86,000 compounds, 1.3% hits; AID 633;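 active = compounds whose percent inhibition of the receptor-coactivator binding signal exceeds about 50% in the single-dose screen, limit read from the data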;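 note: 0% = receptor plus peptide wells without compound and 100% = peptide-only wells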
Target sequence (Q92731 whole entry, looked up, the tested form may be a part): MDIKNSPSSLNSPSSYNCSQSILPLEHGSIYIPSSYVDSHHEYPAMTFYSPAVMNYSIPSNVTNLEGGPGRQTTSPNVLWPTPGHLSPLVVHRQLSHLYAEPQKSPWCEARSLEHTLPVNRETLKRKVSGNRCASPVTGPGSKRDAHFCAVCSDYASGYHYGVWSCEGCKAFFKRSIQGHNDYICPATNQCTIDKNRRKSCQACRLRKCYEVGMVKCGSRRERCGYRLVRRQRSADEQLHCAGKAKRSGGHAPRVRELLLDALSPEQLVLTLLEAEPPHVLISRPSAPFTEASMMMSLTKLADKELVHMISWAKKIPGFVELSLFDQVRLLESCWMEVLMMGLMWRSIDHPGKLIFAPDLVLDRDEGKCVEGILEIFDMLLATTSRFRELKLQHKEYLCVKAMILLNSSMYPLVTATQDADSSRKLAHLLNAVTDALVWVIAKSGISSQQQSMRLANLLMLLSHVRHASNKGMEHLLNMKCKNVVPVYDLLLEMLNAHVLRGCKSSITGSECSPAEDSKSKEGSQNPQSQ
VCAM1 TNFa inh – reduces TNF alpha induced VCAM1 expression in HUVEC | HUVEC TNFa-induced VCAM-1 immunofluorescence, high-content imaging | inhibition, % at 2 µM | 95,000 compounds, 0.48% hits | AID 802;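 active = inhibition above the batch mean plus 3 SD, with images confirmed as a hit by eye, cut at about 37% in these data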;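 note: 0% = TNF-stimulated DMSO wells and 100% = unstimulated control wells; not every result past the cut was called active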
F-actin modifier – alters cytoskeleton assembly in HUVEC cells | HUVEC TNFa F-actin phalloidin imaging, high content | inhibition, % at 2 µM | 91,000 compounds, 0.18% hits | AID 836;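 active = inhibition above the batch mean plus 3 SD and confirmed as a hit by visual image inspection, cut at about 30% in these data, passing the limit was not always enough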; note: strong numbers were not always called active
HUVEC tox IL1B – HUVEC cytotoxicity counter-screen, IL-1B stimulated | cell count reduction, % at 2 µM | 94,000 compounds, 0.41% hits | HUVEC cell count loss, Hoechst imaging | AID 845;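 active = cell count reduction more than 3 SD above the screen-wide mean, cut at about 70% in these data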;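 note: normalized per plate to untreated control cells as the no-loss baseline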
* marks the source's active call; other numbers are inactive results; . = no result given; [ ] = dose if it differs, or a comment.

Molecule | sEH inh | Smad3 inh | sEH activator | Calb biofilm kill | TNFa cytotox | ERb coact inh | VCAM1 TNFa inh | F-actin modifier | HUVEC tox IL1B
Cc1occc1C(=O)Nc1ccc2c(c1)OCCO2 | 2 | 10 | 1 | 3 | 4 | 2 | 11 | -9 | -7
O=C(Cn1nnc(-c2ccc(Cl)cc2)n1)NCC1CCCCC1 | 48 | -3 | -46 | 8 | 12 | 1 | 12 | -5 | 2
COc1ccc2oc(=O)c(C(=O)N3CCCc4ccccc43)cc2c1 | 8 | 2 | -8 | 5 | -34 | -2 | 1 | 9 | 5
CC(C)Nc1nc(NC(C)C)nc(C(N)=O)n1 | 1 | 3 | -2 | 2 | -17 | 3[fluorescence artefact?] | -9 | -8 | -15
O=c1cc(CO)oc(CN2CCCC2)c1O | 1 | 10 | -2 | 0 | -7 | 3 | 3 | -42 | 8
Cc1cccc(NC(=O)c2ccc3ccccc3n2)c1C | -12 | 3 | 11 | 3 | -4 | -9 | -3 | 8 | -2
O=C(O)C1C2C=CC(O2)C1C(=O)NCCC1=CCCCC1 (stereo unspecified) | 5 | 7 | -1 | -5 | -11 | -3 | 12 | -2 | -24
N#Cc1c(C(F)(F)F)cc(-c2ccccc2)nc1SCC(=O)N1CCOCC1 | -1 | . | 1 | . | 0 | . | -12 | -42 | 11
Cc1cc(C)c(C#N)c(OCC(=O)c2ccccc2)n1 | . | -2 | . | 6 | -22 | -3 | 15 | -7 | -8
Cc1ccc(-n2nc3ccc(NC(=O)/C=C/c4ccco4)cc3n2)cc1C | 9 | . | -9 | . | -16 | . | 47* | 18 | 20
CCOc1cnc(-c2ccc(OC)cc2)o1 | 11 | . | -11 | . | -16 | . | -2 | -9 | -7
Cc1ccccc1CS(=O)(=O)c1snnc1C | 17 | . | -19 | . | -14 | . | 2 | -11 | -5
COc1cc(NC(=O)c2ccc3c(=O)n(Cc4ccco4)c(=S)[nH]c3c2)cc(OC)c1OC | -4 | -4 | 4 | 10 | -22 | 1[fluorescence artefact?] | 5 | 22 | 19
COc1ccc(-n2c(SCC(=O)N3CCN(c4ccccc4)CC3)nc3c(c2=O)SCC3)cc1 | -17 | 0 | 16 | 5 | -5 | 0 | 19 | -9 | -9
N#CC1=C(N)C(C#N)(C#N)C(c2cccnc2)C2CCCC=C12 (stereo unspecified) | 10 | 4 | -9 | 3 | -19 | -11 | -22 | . | -59
O=C(CN1CCC(NC(=O)Cc2ccccc2)CC1)Nc1cccc2ccccc12 | 15 | . | -14 | . | -3 | . | 14 | -19 | -78
O=C(O)CCCC(=O)Nc1ccc(Cl)c(Cl)c1 | 5 | 14[fluorescence artefact?] | -7 | 3 | -3 | -4 | 11 | -15 | -22
Cc1ccccc1NC(=O)NCCN1C(=O)C2C3C=CC(C3)C2C1=O (stereo unspecified) | 15 | . | -15 | . | -24 | . | 10 | -4 | 5
CCC(C)(C(=O)NC1CCCC1)N(C(=O)c1cnccn1)c1ccccc1 (stereo unspecified) | -4 | 6 | 1 | 5 | -5 | 0 | 20 | -8 | -1
Cc1cc(NC(=O)c2cnn3c(C(F)(F)F)cc(-c4ccc(Br)cc4)nc23)no1 | -2 | -27 | 0 | 6 | -29 | -6 | -12 | . | -10
CCOC(=O)c1ccc(NC(=O)COc2cc(=O)n(CC)c3ccccc23)cc1 | 38 | -68[fluorescence artefact?] | -38 | 5 | -20 | -19[fluorescence artefact?] | 0 | 6 | 10
COc1ccccc1N1CCN(/N=C\c2ccc(C)o2)CC1 | 1 | . | 1 | . | 13 | . | -10 | -8 | 34
Cn1ccnc1SCCC#N | 6 | 2 | -7 | 3 | -8 | -33 | 8 | 34 | -12
CCOC(=O)c1c(-c2ccccc2)csc1NC(=O)c1nn(CC)cc1Br | 0 | 10 | 3 | -1 | -29 | 13[fluorescence artefact?] | 3 | 8 | 2
Cc1nc(NC(=O)C2CC2)sc1C(=O)N1CCCCC1 | . | 8 | . | 4 | -19 | 6[fluorescence artefact?] | 11 | 4 | -33
CCOC(=O)c1sc(NC(=O)CSc2nc3c(c(-c4ccc(OC)cc4)c2C#N)CCCC3)c(C#N)c1C | . | 4 | . | 5 | -35 | 8 | 0 | 16 | -6
COc1ccc(NC(=O)Nc2ccc(Cc3ccncc3)cc2)cc1OC | 60 | . | -60 | . | 0 | . | 28 | -21 | -32
COc1ccccc1NC(=S)NNC(=O)c1nn(C)cc1Cl | 8 | . | -8 | . | -3 | . | 12 | -6 | 12
O=P(c1ccccc1)(c1ccccc1)C(O)c1ccco1 (stereo unspecified) | -31 | -9 | 30 | 5 | 2 | 11[fluorescence artefact?] | -6 | -5 | -3
Cc1ccc2nc(NCC(=O)O)nc(-c3ccccc3)c2c1 | -2 | . | 3 | . | -12 | . | 13 | -39 | -24

Three compounds out of the list above, ordered by the number in Smad3 inh, low to high.
canonical_smiles | sEH inh | Smad3 inh | sEH activator | ERb coact inh | VCAM1 TNFa inh | F-actin modifier
Cc1cc(NC(=O)c2cnn3c(C(F)(F)F)cc(-c4ccc(Br)cc4)nc23)no1 | -2 | -27 | 0 | -6 | -12 | .
CCC(C)(C(=O)NC1CCCC1)N(C(=O)c1cnccn1)c1ccccc1 (stereo unspecified) | -4 | 6 | 1 | 0 | 20 | -8
O=C(O)C1C2C=CC(O2)C1C(=O)NCCC1=CCCCC1 (stereo unspecified) | 5 | 7 | -1 | -3 | 12 | -2

(listing goes on)
Molecule | sEH inh | Smad3 inh | sEH activator | Calb biofilm kill | TNFa cytotox | ERb coact inh | VCAM1 TNFa inh | F-actin modifier | HUVEC tox IL1B
Cc1nc2cc(C(=O)OCC(=O)NC3CCS(=O)(=O)C3)ccc2n1-c1ccccc1 (stereo unspecified) | 5 | 2 | -5 | -2 | -11 | 5 | 17 | . | -3
Cc1ccccc1NC1=NC(=S)N(c2ccccc2)C12CCOC(C)(C)C2 (stereo unspecified) | 2 | 12 | 0 | -1 | -16 | 28 | 6 | 20 | -9
CS(=O)(=O)c1ccc(-c2nn[nH]n2)cc1 | 9 | 7 | -9 | 2 | . | -8 | . | . | .
CCc1ccc(NC(=O)CSc2nnc(COc3ccc4c(c3)CCCC4)o2)cc1 | -9 | 5 | 6 | 6 | 2 | 2 | -12 | -3 | -21
Cc1ccc(OCc2n[nH]c(=S)n2C2CCCCC2)cc1 | 17 | -9 | -19 | -2 | -5 | -33 | -8 | -12 | -1
CNc1ccccc1-n1ccc(-c2ccccc2)n1 | -12 | 0 | 12 | 4 | 5 | -7 | 5 | -10 | -13
CCn1c(SCC(=O)Nc2ccccc2N2CCOCC2)nnc1-c1ccccc1O | 10 | -1 | -6 | 9 | 6 | 14 | -14 | -3 | 8
Cc1cc(C)cc(Nc2ccc([N+](=O)[O-])nc2[N+](=O)[O-])c1 | -23 | . | 27 | . | -1 | . | -5 | 12 | 7
Cc1nc2c(ccc3nc(NC(=O)c4ccc5c(c4)OCCO5)sc32)s1 | -8 | -5 | 8 | 8 | 10 | 58*[fluorescence artefact?] | -17 | -87 | 7
CCOc1ccccc1C(C(=O)NC1CCCC1)N(Cc1ccco1)C(=O)CNC(=O)c1ccco1 (stereo unspecified) | 10 | 0 | -7 | 9 | -29 | 13[fluorescence artefact?] | -5 | 17 | -19
Cc1cccc(NC(=O)Cn2c(=O)n3nc(CCn4nc(C)cc4C)nc3c3ccccc32)c1 | . | 6 | . | 2 | -21 | 21[fluorescence artefact?] | 21 | 18 | -4
CC(C)NC(=O)CCCn1c(=S)[nH]c2cc3c(cc2c1=O)OCO3 | -1 | 2 | 0 | 8 | -52 | -6 | -33 | 1 | -20
COc1cc(C(N)=O)ccc1OCc1ccccc1 | 4 | 3 | -3 | 2 | -11 | -5 | 19 | -6 | -16
CCC(=O)Nc1nonc1-c1nc2ccccc2n1N(C(=O)CC)C(=O)CC | . | -1 | . | 8 | -42 | 50 | 12 | -8 | -43
CCOc1ccccc1N(CC(=O)Nc1ccc2c(c1)OCO2)S(C)(=O)=O | . | 3 | . | 6 | 4 | -17 | 14 | -5 | -18
Cc1cc(C(=O)CSc2ccc(F)cc2)cc(C)c1OC(=S)N(C)C | 1 | -14 | -2 | 8 | -6 | -3[fluorescence artefact?] | 2 | -9 | -2
COc1ccc(CCNC(=O)c2ccc(Cl)cc2Cl)cc1 | -1 | . | 4 | . | -22 | . | -3 | -9 | -2
CCCN(CCC)CCNC(=O)c1cc2c(C)nc3ccccc3c2o1 | 4 | 4 | -4 | -2 | -21 | -4 | 10 | -6 | -1
O=C(OCc1c(Cl)cccc1Cl)c1cccnc1 | 5 | 4 | -5 | -1 | 0 | -12 | 19 | -2 | -2
Cc1ccc(Cn2nnnc2CN2CCC(NC(=O)c3ccccc3F)CC2)cc1 | 10 | -19 | -11 | 6 | 10 | -8 | -4 | -7 | -7
O=C(O)c1ccccc1OCCOc1ccccc1 | -2 | 8 | 2 | 8 | -7 | -2[fluorescence artefact?] | 10 | 10 | -3
CSc1nsc(SCc2ccc(F)cc2)n1 | -5 | 4 | 3 | 2 | 1 | -3 | 10 | 25 | 0
COc1ccc(CNC(=O)CCOc2ccc(C(C)(C)C)cc2)cc1 | 30 | 3 | -30 | -1 | -2 | -3 | 5 | 17 | -3
CCc1nc2ccccc2c(C(=O)Oc2cccc3cccnc23)c1C | -3 | . | 5 | . | -22 | . | 12 | -16 | 1
CC(=O)N(CN1C(=O)c2ccccc2C1=O)c1ccccc1 | 0 | -4 | 0 | 4 | . | 1 | . | . | .
Cc1ccccc1NC(=O)N(CCc1nc2ccccc2[nH]1)Cc1ccccc1 | 8 | 1 | -3 | 3 | -3 | 0 | 1 | 13 | 13
Cc1cc(NC(=O)Nc2ccc(F)cc2)no1 | 12 | -9 | -11 | 8 | 14 | 6 | 9 | -34 | 10
CCC(CCC(=O)Nc1ccc(S(N)(=O)=O)cc1)C(=O)O (stereo unspecified) | 2 | -7 | -2 | 3 | -4 | -6[fluorescence artefact?] | 16 | -2 | -9
Cc1ccccc1C(=O)N1CCC(C(=O)Nc2ccc3c(c2)OCCO3)CC1 | 29 | -7 | -28 | 13 | 6 | 35 | 18 | 1 | -4
CCOC(=O)c1c(C)c(C(=O)NCC2CCCO2)c(C)n1C (stereo unspecified) | 12 | 6 | -12 | 6 | -5 | -7[fluorescence artefact?] | 20 | 0 | -23
CN(Cc1ccccc1)C(=O)CSc1nc2ccccc2c(=O)n1Cc1ccco1 | . | 18 | . | 1 | -10 | 1 | 4 | -3 | -15
CCNC(=O)Nn1c(C)nnc1C | -7 | 5 | 4 | 3 | 20 | -3 | 19 | 1 | -46
CCOc1ccc(NC(=O)CCN2CCN(c3ccccc3F)CC2)cc1 | -2 | 1 | 4 | 7 | 5 | -5 | -1 | -12 | -13
O=C(Nc1cccc(Cl)c1)Nc1ccccc1C(=O)NCc1ccco1 | 3 | 2 | -2 | -2 | 6 | 7 | -8 | -8 | -5
CC1Cc2ccccc2N1C(=O)CSc1nnc(NC(=O)Cc2cccs2)s1 (stereo unspecified) | 8 | 11[fluorescence artefact?] | -9 | 9 | -31 | 47 | -9 | 4 | -14
CN(C)S(=O)(=O)Oc1cccc(C(=O)Nc2ccccc2Cl)c1 | -8 | . | 8 | . | 37 | . | -24 | 4 | 7
Cc1ccc(-n2ncc3c(=O)n(CC(=O)Nc4cccc(Cl)c4)cnc32)cc1C | 11 | -3[fluorescence artefact?] | -12 | -3 | -20 | 9 | 1 | 50 | -9
COC(=O)C1=C(N)Oc2cc(C)n(C)c(=O)c2C1c1ccc(Cl)c(Cl)c1 (stereo unspecified) | -4 | 3 | 3 | 6 | -5 | 11 | 3 | -11 | 4
CCOC(=O)C1CCCN(C(=O)C2CCN(S(=O)(=O)CC)CC2)C1 (stereo unspecified) | -6 | 3 | 6 | 5 | 14 | 5[fluorescence artefact?] | -5 | 8 | 7

Not all compounds are listed; the hit share may differ from the screen's.
